Casp6 inh – inhibitors of human caspase-6. P55212. purified caspase-6, Z-VEID-R110 cleavage fluorescence. inhibition, % at 12.5 µM. hit rate 0.53% among 350,000. AID 686996;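 active = mean inhibition across replicates at least about 35%, with every replicate also reaching that limit, limit read from the data; inconclusive = only one of the two criteria met; inactive = neither criterion met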;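 note: 0% = median of neutral control wells and 100% = no fluorescence left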
CFTR F508del cor – correctors of CFTR F508del function in bronchial epithelial cells; CFBE cells, YFP halide quenching; stimulated with forskolin plus potentiator P3; % fluorescence drop versus neutral controls; activity (quench increase), % at 7.58 µM; hit rate 0.36% among 350,000;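 active = mean added fluorescence quench of at least 8% versus neutral control, with both replicates also reaching 8%; inconclusive = only one of the mean or replicate conditions met; inactive = mean below 8% and not both replicates reaching 8%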;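 note: cells transiently co-express mutant CFTR-F508del with the halide-sensitive YFP; corrector assay measuring rescue of mutant channel to the surface after 24 h compound exposure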
ERp5 block – blocks human ERp5 reductase activity on insulin; Q15084; ERp5 insulin aggregation, absorbance 650 nm, 90 min; inhibition, % at 9.99 µM; hit rate 0.05% among 350,000; AID 651711;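 active = mean replicate inhibition above about 25%, with every replicate also reaching it, limit read from the data, passing the limit was not always enough; inconclusive = only one of those two criteria met; inactive = neither criterion met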
miR122 inh – blocks miR-122 activity in Huh7 sensor cells | Huh7 miR-122 Renilla luciferase sensor, 48 h; neutral wells = 0, positive control = 100 | activation (reporter increase), % at 12.5 µM | hit rate 0.3% among 340,000;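 active = mean replicate activation score at least 90 and every replicate individually at or above 90; inconclusive = only one of the two criteria met; inactive = neither criterion met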;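 note: higher luciferase means less miR-122 activity so hits act as miR-122 inhibitors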
SIRT5 block – sirtuin-5 (human) deacylase inhibition. Q9NXA8. Purified SirT5, succinyl-peptide AMC, trypsin-coupled fluorescence. inhibition, % at 15 µM. hit rate 1.1% among 330,000; in the data active = inhibition above about 15%; inconclusive = no clear call, values can overlap the other calls
ERAP1 inh – ERAP1 (human) enzyme inhibition; inhibition, % at 10.7 µM; recombinant ERAP1, Leu-AMC fluorescence, 60 min; AID 652197; Q9NZ08; hit rate 0.15% among 340,000;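 active = mean replicate inhibition of at least 30%, or all replicates individually reaching that 30% level; inactive = mean below 30% and not every replicate reaching it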;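 note: 0% = neutral control wells and 100% = L-leucinethiol positive control wells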
Target sequence (Q9NZ08 whole entry, looked up): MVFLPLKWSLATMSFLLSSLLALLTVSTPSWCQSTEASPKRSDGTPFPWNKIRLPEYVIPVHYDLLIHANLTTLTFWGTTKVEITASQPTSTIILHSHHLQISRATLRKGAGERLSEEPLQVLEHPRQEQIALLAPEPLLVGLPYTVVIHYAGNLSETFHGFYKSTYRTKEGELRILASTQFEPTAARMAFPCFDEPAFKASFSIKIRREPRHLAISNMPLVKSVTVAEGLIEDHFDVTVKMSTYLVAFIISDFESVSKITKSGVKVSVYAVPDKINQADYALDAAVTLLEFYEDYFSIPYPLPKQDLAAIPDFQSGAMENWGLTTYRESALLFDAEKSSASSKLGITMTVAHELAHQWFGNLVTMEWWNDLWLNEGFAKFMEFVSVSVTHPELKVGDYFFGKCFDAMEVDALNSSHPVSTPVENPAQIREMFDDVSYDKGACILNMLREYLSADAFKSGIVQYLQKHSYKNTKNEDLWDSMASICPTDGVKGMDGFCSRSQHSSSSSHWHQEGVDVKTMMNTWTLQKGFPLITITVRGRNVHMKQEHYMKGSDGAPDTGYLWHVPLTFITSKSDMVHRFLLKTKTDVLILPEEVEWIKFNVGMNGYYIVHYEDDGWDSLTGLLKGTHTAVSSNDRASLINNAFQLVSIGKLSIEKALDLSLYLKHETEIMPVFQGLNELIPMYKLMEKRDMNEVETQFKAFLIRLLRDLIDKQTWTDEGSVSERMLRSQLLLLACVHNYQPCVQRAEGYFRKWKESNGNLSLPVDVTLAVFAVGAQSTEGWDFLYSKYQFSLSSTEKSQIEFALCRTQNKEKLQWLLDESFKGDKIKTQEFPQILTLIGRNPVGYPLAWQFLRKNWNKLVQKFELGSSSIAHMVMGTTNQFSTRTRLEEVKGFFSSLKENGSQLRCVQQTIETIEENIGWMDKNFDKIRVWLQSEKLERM
DENV2 CPE – protects cells from dengue virus 2 cytopathic effect; CPE inhibition, % at 9.99 µM; hit rate 1.7% among 350,000; DENV2-infected cells, cytopathic effect rescue, plate reader; in the data active = CPE inhibition above about 20%, passing the limit was not always enough; inconclusive = no clear call, values can overlap the other calls; tested in BHK-21 cells;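 note: 0% = median of neutral control wells and 100% = median of positive control wells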
Active calls of the source: *; ? = inconclusive; · = not tested or not shown; [ ] = remark or other dose.

(1) O=C(C[C@@H]1CC[C@@H](NC(=O)Nc2cccc(F)c2)[C@H](CO)O1)NCC1CCCCC1
(2) Cc1c(C(=O)N2CCN(S(=O)(=O)c3cc(F)ccc3F)CC2)oc2ccccc12
(3) CN1CCN(C(=O)c2cc3nc(-c4ccco4)cc(C(F)(F)F)n3n2)CC1
(4) Cc1nc2c(C)cccn2c(=O)c1NC(=O)c1ccc(Br)o1
(5) CCOC(=O)[C@]12CCC=C1N(Cc1ccc3c(c1)OCO3)C(=O)[C@H](CC(=O)N1CCN(C(=O)c3ccco3)CC1)C2
(6) O=C(Nc1ccc(F)cc1)N1CC(=O)N2[C@H](C1)[C@@H](c1ccc(C#Cc3ccc(F)cc3)cc1)[C@@H]2CO
(7) Cc1ccc(C)c(NC(=O)CN(C)C(=O)c2cc(C3CC3)nn2-c2ccccc2)c1
(8) C[C@@H]1CCCCO[C@@H](CN(C)S(=O)(=O)c2ccc(F)cc2)[C@H](C)CN([C@@H](C)CO)C(=O)c2cc(NS(=O)(=O)c3ccccc3)ccc2O1
(9) O=S(=O)(c1ccc(Cl)cc1)N1CCCN(c2nc3ccc(Cl)cc3s2)CC1
(10) COc1ccc(CN(C)C[C@H]2Oc3ccc(NC(=O)c4ccncc4)cc3CC(=O)N([C@@H](C)CO)C[C@H]2C)cc1
assay / compound	1	2	3	4	5	6	7	8	9	10
Casp6 inh	4	2	1	2	1	2	1	-4	-7	0
CFTR F508del cor	-2.5	-1.0	0.0	-2.9	-1.0	0.3	4.5	3.3	2.5	-0.5
ERp5 block	-5	-2	8	0	-1	-4	0	-3	-2	5
miR122 inh	·	·	·	·	·	·	5	5[16.7 µM]	·	-8[16.7 µM]
SIRT5 block	2	-3	-4	-4	-1	2	-5	11	-4	-5
ERAP1 inh	1	1	13	0	-2	4	0	2	·	2
DENV2 CPE	-1	-8	1	-1	0	13	2	6	6	0

One compound at a time, as listed above.
`COc1ccc(CN(C)C[C@H]2Oc3ccc(NC(=O)c4ccncc4)cc3CC(=O)N([C@@H](C)CO)C[C@H]2C)cc1` as listed: Casp6 inh = 0; CFTR F508del cor = -0.5; ERp5 block = 5; miR122 inh = -8[16.7 µM]; SIRT5 block = -5; ERAP1 inh = 2; DENV2 CPE = 0
`Cc1nc2c(C)cccn2c(=O)c1NC(=O)c1ccc(Br)o1` as listed: Casp6 inh = 2; CFTR F508del cor = -2.9; ERp5 block = 0; miR122 inh = ·; SIRT5 block = -4; ERAP1 inh = 0; DENV2 CPE = -1

(next part)
(11) CC(=O)N1CCN(S(=O)(=O)c2ccc(Cl)cc2F)CC1
(12) COc1cccc(OC)c1C(=O)NC(=O)Nc1c(F)cc(F)cc1F
(13) CN1C(C(=O)Nc2ccccn2)=C(O)c2sc(Cl)cc2S1(=O)=O
(14) CO[C@@H]1CN(C)C(=O)c2cc(NC(C)=O)ccc2OC[C@H](C)N(C(=O)CN(C)C)C[C@H]1C
(15) CC(C)c1ccccc1NC(=O)Nc1nc(C(N)Cc2ccc(C(F)(F)F)cc2)cs1 (configuration not stated)
(16) CCS(=O)(=O)c1ccc(N=Nc2ccc(O)c3ncccc23)c(OC)c1
(17) O=C(NCCCl)Nc1cc([N+](=O)[O-])ccc1Cl
(18) CCC(=O)N(C)C[C@H]1Oc2cc(-c3cccc(C#N)c3)ccc2S(=O)(=O)N([C@H](C)CO)C[C@@H]1C
(19) NS(=O)(=O)c1ccc(NC(=S)NC(=O)c2cccnc2)cc1
(20) CCOc1cc2[nH]c(=S)n(CCC(=O)NC3CCCCC3)c(=O)c2cc1OCC
assay / compound	11	12	13	14	15	16	17	18	19	20
Casp6 inh	9	0	·	-4	-1	·	-3	0	1	-3
CFTR F508del cor	0.6	1.1	-0.4	·	1.2	-4.2	1.4	-2.8	2.7	2.1
ERp5 block	-4	2	0	8	9	0	-3	7	-1	4
miR122 inh	-10	1	-5	1[16.7 µM]	·	-10	-2	16[16.7 µM]	-1	-2
SIRT5 block	1	-1	-3	-3	·	-7	-3	-6	·	·
ERAP1 inh	0	1	7	0	-1	-1	-2	3	-2	1
DENV2 CPE	3	7	4	-7	?	8	-3	-8	5	8

(21) COc1cc(OC)cc(C(=O)NNC(=O)CCCOc2ccccc2)c1
(22) FC(F)(F)c1nnc2ccc(NCc3cccnc3)nn12
(23) O=C(C[C@@H]1C[C@@H]2c3cc(NC(=O)Cc4ccncc4)ccc3O[C@@H]2[C@H](CO)O1)NCCc1ccccc1
(24) CN1[C@@H]2Cn3c(ccc(C4=CCCCC4)c3=O)[C@H]1[C@@H](C(=O)NCc1ccc(F)cc1)[C@@H]2CO
(25) Cn1c(SCC(=O)NC2CCCC2)nnc1-c1ccccn1
(26) CCOC(=O)N[C@H](C(=O)N1CCC[C@H]1C(=O)NCc1ccccc1)C(C)C
(27) NC(=O)C1CCN(C(=O)c2cccc(S(=O)(=O)N3CCCC3)c2)CC1
(28) Cc1ccc(S(=O)(=O)N2CC3(C)CN(S(=O)(=O)c4ccc(C)cc4)CC(C)(C2)C3O)cc1 (configuration not stated)
(29) CCOc1ccc(S(=O)(=O)N2CCOCC2)cc1NC(=O)c1ccc(N2CCCC2=O)cc1
(30) C[C@H]1CN([C@@H](C)CO)C(=O)c2c(c3ccccc3n2C)-c2ccccc2CO[C@@H]1CN(C)S(=O)(=O)c1ccc(Cl)cc1
(31) O=S1(=O)CC(N2CCN(CCO)CC2)CN1CCc1ccccc1 (configuration not stated)
(32) N#C[C@@H]1[C@H](c2ccc(C#CC3(O)CCCC3)cc2)[C@@H](CO)N1C(=O)C1CC1
(33) COc1ccc(-n2nc(C(=O)O)cc2-c2ccccc2)cc1
assay / compound	21	22	23	24	25	26	27	28	29	30	31	32	33
Casp6 inh	1	·	0	1	-3	1	2	2	-2	-2	3	·	-1
CFTR F508del cor	4.5	4.6	1.1	-2.1	1.8	-2.3	2.7	·	3.8	-10	4.0	-2.0	-7.2
ERp5 block	-7	-3	-8	6	-12	3	-5	10	3	9	1	-1	-1
miR122 inh	-4	-3	-3[16.7 µM]	-4[16.7 µM]	·	·	-5	-9	·	·	-3	·	-1
SIRT5 block	0	·	0	-13	-4	0	-2	0	-1	-1	6	·	18*
ERAP1 inh	5	-2	0	-2	-4	0	-2	4	8	4	-1	·	1
DENV2 CPE	3	-4	7	2	-1	0	-6	·	-4	14	?	1	-2

Reprinted from above for reference:
(22) FC(F)(F)c1nnc2ccc(NCc3cccnc3)nn12
(23) O=C(C[C@@H]1C[C@@H]2c3cc(NC(=O)Cc4ccncc4)ccc3O[C@@H]2[C@H](CO)O1)NCCc1ccccc1
(24) CN1[C@@H]2Cn3c(ccc(C4=CCCCC4)c3=O)[C@H]1[C@@H](C(=O)NCc1ccc(F)cc1)[C@@H]2CO
(25) Cn1c(SCC(=O)NC2CCCC2)nnc1-c1ccccn1
(26) CCOC(=O)N[C@H](C(=O)N1CCC[C@H]1C(=O)NCc1ccccc1)C(C)C
(27) NC(=O)C1CCN(C(=O)c2cccc(S(=O)(=O)N3CCCC3)c2)CC1
(28) Cc1ccc(S(=O)(=O)N2CC3(C)CN(S(=O)(=O)c4ccc(C)cc4)CC(C)(C2)C3O)cc1 (configuration not stated)
(29) CCOc1ccc(S(=O)(=O)N2CCOCC2)cc1NC(=O)c1ccc(N2CCCC2=O)cc1
(30) C[C@H]1CN([C@@H](C)CO)C(=O)c2c(c3ccccc3n2C)-c2ccccc2CO[C@@H]1CN(C)S(=O)(=O)c1ccc(Cl)cc1
(31) O=S1(=O)CC(N2CCN(CCO)CC2)CN1CCc1ccccc1 (configuration not stated)
(32) N#C[C@@H]1[C@H](c2ccc(C#CC3(O)CCCC3)cc2)[C@@H](CO)N1C(=O)C1CC1
(33) COc1ccc(-n2nc(C(=O)O)cc2-c2ccccc2)cc1
assay / compound	22	23	24	25	26	27	28	29	30	31	32	33
Casp6 inh	·	0	1	-3	1	2	2	-2	-2	3	·	-1
CFTR F508del cor	4.6	1.1	-2.1	1.8	-2.3	2.7	·	3.8	-10	4.0	-2.0	-7.2
ERp5 block	-3	-8	6	-12	3	-5	10	3	9	1	-1	-1
miR122 inh	-3	-3[16.7 µM]	-4[16.7 µM]	·	·	-5	-9	·	·	-3	·	-1
SIRT5 block	·	0	-13	-4	0	-2	0	-1	-1	6	·	18*
ERAP1 inh	-2	0	-2	-4	0	-2	4	8	4	-1	·	1
DENV2 CPE	-4	7	2	-1	0	-6	·	-4	14	?	1	-2

High-throughput results deposited in PubChem BioAssay by Broad Institute.

No enrichment for hits; any-hit rate near 4%.
